Bioassay records: PubChem, National Center for Advancing Translational Sciences (NCATS)
Giardia FBPA inh: inhibitors of Giardia lamblia fructose-1,6-bisphosphate aldolase | Potency, µM (titrated, usually from 59.6 µM), without a hit: at the top dose activity, negative = inhibition, actives largely listed as inhibitors | purified Giardia FBPA | actives 0.71% (n = 290,000) | A8B2U2 | AID 2451; active means well fitted inhibition curve with a large enough effect; inconclusive means small, poorly fitted or top-dose-only effect, or effect the other way; further: nearly all actives have a fitted effect of over 55% in size
Target sequence (A8B2U2 whole entry, looked up): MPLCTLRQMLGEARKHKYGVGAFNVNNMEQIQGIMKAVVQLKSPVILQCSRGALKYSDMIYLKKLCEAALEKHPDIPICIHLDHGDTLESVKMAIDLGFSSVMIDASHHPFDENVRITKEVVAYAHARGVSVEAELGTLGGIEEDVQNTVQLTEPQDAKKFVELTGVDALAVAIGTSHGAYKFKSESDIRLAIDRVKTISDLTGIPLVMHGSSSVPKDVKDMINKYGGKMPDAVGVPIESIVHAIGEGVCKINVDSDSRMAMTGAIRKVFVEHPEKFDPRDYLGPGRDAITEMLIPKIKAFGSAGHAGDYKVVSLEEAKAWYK
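Giardia FBPA (40 nM reagent) was preincubated 10 min at RT with compound (up to 57.5 uM final), then substrate plus GAPDH/TPI/NAD/arsenate coupling system with diaphorase/resazurin was added; resorufin fluorescence (525/598 nm) was read after 20 min.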
Active calls of the source: *; & = joins results of further samples; [ ] = dose if it differs, or a comment. On the % scale 0 is the no-effect control and ±100 the full control effect; potency means the concentration at half of the fitted maximal effect. Only part of the results is shown (hit frequency here may not be typical).

`CO[C@H]1COC(=O)C/C=C\[C@H](C)[C@@H](NS(=O)(=O)c2ccc(C)cc2)COC(=O)C/C=C\[C@@H]1C` gave Giardia FBPA inh 0%&6%[12.9 µM].
O=C(c1ccco1)N1CCC2(CC1)CN(Cc1cc(C(F)(F)F)cc(C(F)(F)F)c1)C2 was read as Giardia FBPA inh 8%.
`COC1=CC(=O)C(O)=C/C1=C\C=C\c1ccccc1` gave Giardia FBPA inh 22µM*.
CC1(C)CC[C@]2(C(=O)O)CC[C@]3(C)C(=CCC4[C@@]5(C)CC[C@H](O)C(C)(C)C5[C@H](O)C[C@]43C)C2C1 (stereo not given in full) was read as Giardia FBPA inh 28%.
COc1cccc(Nc2ncc3nc(-c4cccs4)c(=O)n(C[C@H]4CCCO4)c3n2)c1 was read as Giardia FBPA inh -12%.
For N[C@H](C(=O)O)[C@H]1C[C@@H]1C(=O)O the results were Giardia FBPA inh -5%.
Screening COc1ccc(C(=O)N2CCC3(CCCN(c4ccc(-c5ccccc5)cc4)C3)CC2)cc1 returned Giardia FBPA inh -5%.
OC[C@@H]1O[C@@H](n2cnc3c(N[C@H]4CCC[C@@H]4O)ncnc32)[C@H](O)[C@H]1O was read as Giardia FBPA inh 6%.
For COCCn1c(=O)c(C)nc2cnc(Nc3ccccc3)nc21 the results were Giardia FBPA inh -4%.
CCOC(=O)C1(O)Oc2cc(OC)cc(OC)c2C(=O)C1c1ccccc1 (stereo not given) was read as Giardia FBPA inh 15%.
CC(C)=CCC/C(C)=C/CC/C(C)=C/CO was read as Giardia FBPA inh 5%&-1%.
CCOC(=O)N/N=C1/C[C@@H](O)[C@@H](O)[C@@H]2[C@@H]3C(=O)N(C[C@@H]4CCCO4)C(=O)[C@H]3CC[C@H]12 was read as Giardia FBPA inh 1%[12.9 µM].
`Cc1nc2cnc(OCc3ccccc3)nc2n(Cc2ccc(F)cc2)c1=O` gave Giardia FBPA inh -2%.
Screening COc1c(O)cc(O)cc1O returned Giardia FBPA inh 4%.
OC[C@@H](O)[C@@H](O)CCc1ccccc1 was read as Giardia FBPA inh 1%.
Cn1cc(-c2nc3cnc(N4CCNCC4)nc3n(C)c2=O)c2ccccc21 was read as Giardia FBPA inh -11%.
For COc1cccc(Cn2c(=O)c(-c3cccs3)nc3cnc(N4CCN(C)CC4)nc32)c1 the results were Giardia FBPA inh -4%.
COC(=O)CCCC1=CC2=CC(=O)C(C)(OC(=O)c3cccs3)C(=O)C2=CO1 (stereo not given) was read as Giardia FBPA inh -8%.
`CN(C)C(=O)c1ccc(-c2cncnc2NCCN2CCOCC2)cc1` gave Giardia FBPA inh 0%.
Screening COC(=O)C1(C(=O)OC)C[C@H]2CON=C2[C@H]1c1ccccc1 returned Giardia FBPA inh 0%&4%.
`C[C@H](N)Cc1c[nH]c2ccc(OCc3cccs3)cc12` gave Giardia FBPA inh 1%.
COC(=O)c1ccc(C(NC(=O)OCc2ccccc2)/C(F)=C/[C@@H](C)C(=O)NCCO)cc1 (stereo not given in full) was read as Giardia FBPA inh 9%.
Screening C=CCN1CC[C@@]23c4c5ccc(O)c4O[C@H]2/C(=N\N=C2/CC[C@@]4(O)[C@H]6Cc7ccc(O)c8c7[C@@]4(CCN6CC=C)[C@@H]2O8)CC[C@]3(O)[C@@H]1C5 returned Giardia FBPA inh 0%.
For COCC(=O)N1CCC2(CC1)CN(Cc1nccs1)C2 the results were Giardia FBPA inh 1%.
`Cc1cnc(CNc2ncncc2-c2ccoc2)cn1` gave Giardia FBPA inh -22%.
`CCCn1c(C)nc2c(NC(C)CN(C)C)nc(C)nc21` (stereo not given) gave Giardia FBPA inh 1%.
For CC1OC(n2cc(F)c(=O)[nH]c2=O)C(O)C1O (stereo not given) the results were Giardia FBPA inh 2%.
`COc1cccc(Nc2ncc3nc(-c4cn(C)c5ccccc45)c(=O)n(C[C@H]4CCCO4)c3n2)c1` gave Giardia FBPA inh 1%.
COC(=O)C1=C(C(=O)OC)[C@@H]2N(Cc3ccccc3)c3ccccc3[C@@]23C[C@@H](C(=O)OC)N(S(=O)(=O)c2ccc(C)cc2)C3=N1 was read as Giardia FBPA inh 2%[12.9 µM].
For C/C=C/C1Oc2ccc(OC)cc2N2C(=O)C(C)C(OCOC)C12 (stereo not given) the results were Giardia FBPA inh -5%[12.9 µM].
For O=C(OCC(F)(F)F)[C@H](O)[C@@H](O)C(=O)OCC(F)(F)F the results were Giardia FBPA inh 4%.
Cc1nc(-c2coc3c(O)c(O)ccc3c2=O)cs1 was read as Giardia FBPA inh 14µM*.
For CC1(C)Oc2cc3c(cc2O1)OC(C)(C)O3 the results were Giardia FBPA inh -1%[12.9 µM].
Screening COC(=O)N1CCC2(CCCN(C(=O)Nc3ccccc3)C2)CC1 returned Giardia FBPA inh 5%.
Screening Cn1cccc1C(=O)N1CCC[C@@]2(CCN(Cc3cc(C(F)(F)F)cc(C(F)(F)F)c3)C2)C1 returned Giardia FBPA inh 0%.
Screening COC(=O)c1c(C)c2c(c(C)c1O)OC(=O)c1c(C)c(Cl)c(O)c(Cl)c1O2 returned Giardia FBPA inh -3%&-13%.
COc1cc2c(cc1OC)[C@@H]1C(=O)c3ccc(OC)c(CC=C(C)C)c3OC1CO2 (stereo not given in full) was read as Giardia FBPA inh -18%.
CCC(C)C(=O)c1c(O)c(C)c2oc3c(C)c(O)c(C(=O)C(C)CC)c(O)c3c2c1O (stereo not given) was read as Giardia FBPA inh -6%.
For CO/N=C(\C(=O)N[C@@H]1C(=O)N2C(C(=O)O)=C(COC(C)=O)CS[C@@H]12)c1csc(N)n1 the results were Giardia FBPA inh inconclusive.
COc1ccc(C(=O)N2CCC3(CC2)CCN(c2ccccc2)CC3)cc1 was read as Giardia FBPA inh 2%.
Screening Cc1nc2cnc(Nc3ccccc3)nc2n(C[C@H]2CCCO2)c1=O returned Giardia FBPA inh -4%.
COc1cccc(Cn2c(=O)cnc3cnc(N(C)C)nc32)c1 was read as Giardia FBPA inh 4%.
CCN(CC)CCn1c(-c2ccccc2)nc2c(N3CCOCC3)nc(C)nc21 was read as Giardia FBPA inh 7%.
Screening O=C(O)C1CCNCC1 returned Giardia FBPA inh -2%.
O=C(c1cccc(F)c1)N1CCC2(CC1)CCN(c1cccc(-c3ccccc3)c1)CC2 was read as Giardia FBPA inh -4%.
Cc1cnc(CNc2ncnc3ccc(-c4ccc(N(C)C)cc4)cc23)cn1 was read as Giardia FBPA inh inconclusive.
For COc1cccc([C@H]2Oc3ccc(OC)cc3/C(=N\O[C@@H](C)c3cn([C@H](CO)Cc4ccccc4)nn3)[C@@H]2O)c1 the results were Giardia FBPA inh -6%&0%[12.9 µM].
Screening CN(Cc1ccco1)c1ncncc1-c1ccoc1 returned Giardia FBPA inh -22%.
`CCCC[C@@H]1C[C@H]1C(NC(=O)c1ccco1)c1ccc(-c2ccccc2)cc1` (stereo not given in full) gave Giardia FBPA inh 4%.
`O=C(c1cccc(F)c1)N1CCC2(CCN(Cc3cc(C(F)(F)F)cc(C(F)(F)F)c3)CC2)CC1` gave Giardia FBPA inh 1%.
For Cc1cnc(CNc2ccnc(-c3c(C)noc3C)n2)cn1 the results were Giardia FBPA inh 6%.
CCCC[C@@H]1C[C@H]1C(NC(=O)c1ccco1)c1ccc(C(=O)OC)cc1 (stereo not given in full) was read as Giardia FBPA inh 7%.
Screening NC(=O)c1ccccc1-c1nc(-n2ccnc2)c2ccccc2n1 returned Giardia FBPA inh -5%.
`N#Cc1cccc(NC(=O)N2CC[C@@]3(CCCN(C(=O)c4csnn4)C3)C2)c1` gave Giardia FBPA inh -2%.
COc1ccc(CNc2ncncc2-c2ccc3c(c2)OCO3)c(OC)c1 was read as Giardia FBPA inh -1%.
COC(=O)C/C=C\[C@@H](C)[C@@H](/C=N\O[C@@H]1O[C@H](COC(C)=O)[C@@H](OC(C)=O)[C@H](OC(C)=O)[C@H]1OC(C)=O)NS(=O)(=O)c1ccc(C)cc1 was read as Giardia FBPA inh -1%[12.9 µM].
CCOC(=O)CCCCCCCCCCCCC1C=CCC1 (stereo not given) was read as Giardia FBPA inh 11%.
For CC1(C)C=CC(=O)[C@]2(C)C1CC(=O)[C@]1(C)C2CC[C@@]2(C)C(c3ccoc3)OC(=O)C3OC321 (stereo not given in full) the results were Giardia FBPA inh -2%.
COc1cc(N)c(Cl)cc1C(=O)OCCCN1CCCCC1 was read as Giardia FBPA inh 3%.
`N#CCCn1c(=O)c(-c2ccc(Cl)cc2)nc2cnc(OCc3ccccc3)nc21` gave Giardia FBPA inh -2%.
`COCCNc1nc(-c2ccc(N(C)C)cc2)nc2ccccc12` gave Giardia FBPA inh inconclusive.
For COc1ccccc1-c1cncnc1NCc1cccnc1 the results were Giardia FBPA inh 16%.
`NC(Cc1cnc[nH]1)C(=O)Nc1ccc2ccccc2c1` (stereo not given) gave Giardia FBPA inh 0%.
`COc1cc2c(cc1OC)[C@@H]1C(=O)c3ccc4oc(C(C)C)cc4c3OC1CO2` (stereo not given in full) gave Giardia FBPA inh -7%.
CCCn1c(C)nc2c(NCCCN3CCCCC3C)nc(C)nc21 (stereo not given) was read as Giardia FBPA inh 0%.
CCNc1ncc2nc(-c3cccs3)c(=O)n(-c3ccc(OC)cc3)c2n1 was read as Giardia FBPA inh -2%.
For NC[C@H](CS(=O)(=O)O)c1ccc(Cl)cc1 the results were Giardia FBPA inh 11%.
Screening NCCC(=O)O returned Giardia FBPA inh 6%.
`C[C@H]1Cc2c(COc3ccccc3)nc3c(c2CO1)CN(C(=O)Cc1cccs1)CC3` gave Giardia FBPA inh 6%[12.9 µM].
`CCC/C=C(\CCC)C(NS(C)(=O)=O)c1ccccc1` (stereo not given) gave Giardia FBPA inh 4%.
For N[C@H](C(=O)N[C@@H]1C(=O)N2C(C(=O)O)=C(Cl)CS[C@@H]12)c1ccccc1 the results were Giardia FBPA inh -20%[21.7 µM].
Screening N#CCCn1c(=O)c(-c2ccc(F)cc2)nc2cnc(Oc3cccc(Cl)c3)nc21 returned Giardia FBPA inh 2%.
For CC(C)C1=CC2=CC[C@H]3[C@](C)(C(=O)O)CCC[C@]3(C)C2CC1 (stereo not given in full) the results were Giardia FBPA inh -8%.
Screening COC(=O)N1CC=CC1(C)C(=O)O (stereo not given) returned Giardia FBPA inh -8%.
For Cn1c(=O)c(-c2ccc(Cl)cc2)nc2cnc(Nc3ccccc3)nc21 the results were Giardia FBPA inh 19%.
CCCCCCCCCCCCCCCCCCc1ccc(C(=O)/C=C\C(=O)O)cc1 was read as Giardia FBPA inh 9%.
Screening C[C@]12N[C@@H](Cc3ccccc31)c1ccccc12 returned Giardia FBPA inh 4%.
For Nc1ncnc2c1ncn2[C@@H]1O[C@H](COP(=O)(O)OP(=O)(O)OP(=O)(O)OP(=O)(O)OC[C@@H]2O[C@H](n3cnc4c(N)ncnc43)[C@@H](O)[C@@H]2O)[C@H](O)[C@H]1O the results were Giardia FBPA inh -2%.
For CC(C)(C)OC(=O)C1=NOC2(C=CC(=O)C=C2)C1 the results were Giardia FBPA inh 0%.
Screening COC(=O)C/C=C\[C@@H](C)[C@H]1C=C[C@H](O)[C@@H](CO)O1 returned Giardia FBPA inh 1%[12.9 µM].
CCNc1ncc2nc(-c3ccccc3)c(=O)n(-c3ccc(OC)cc3)c2n1 was read as Giardia FBPA inh inconclusive.
`COC(=O)N1C2CC3(C)CC(=O)CC1(C)C3c1ccccc12` (stereo not given) gave Giardia FBPA inh 4%[12.9 µM].
COc1ccccc1-c1cc(NCc2cnc(C)cn2)ncn1 was read as Giardia FBPA inh -26%.
`O=c1[nH]c(=O)n([C@H]2C[C@H](O)[C@@H](CO)O2)cc1/C=C/Br` gave Giardia FBPA inh -1%.
For COc1cccc(-c2nccc(NCc3ccccc3)n2)c1 the results were Giardia FBPA inh -4%.
CC1O[C@@H](OC2CC[C@@]3(C=O)C4CC[C@]5(C)C(C6=CC(=O)OC6)CC[C@@]5(O)C4CC[C@]3(O)C2)C(O)C(O)C1O (stereo not given in full) was read as Giardia FBPA inh 4%.
